COUP-TFII inh: NR2F2 (human) inhibition, primary screen; HEK293T NGFI-A luciferase reporter, luminescence; inhibition, % at 8.6 µM; 370,000 compounds, 0.7% hits; AID 686940;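 active means inhibition above a per-plate cutoff, mean inhibition of test wells between control levels plus 3 SD, cut at about 38% in these data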;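 further: cells cotransfected with COUP-TFII expression vector driving the NGFI-A reporter; 0% = median of COUP-TF2 test wells and 100% = reporter-only cells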
SRC2 inh: inhibits human steroid receptor coactivator 2; Q15596; HEK293 GAL4-SRC2 luciferase reporter, luminescence; inhibition, % at 9 µM; 370,000 compounds, 0.17% hits; AID 651957;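 active means inhibition above the mean inhibition of all tested compounds plus 3 SD, set per campaign, cut at about 52% in these data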;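 further: 0% = DMSO treated cells and 100% = cells given Gossypol at 36 µM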
Target sequence (Q15596 whole entry, looked up, the tested form may be a part): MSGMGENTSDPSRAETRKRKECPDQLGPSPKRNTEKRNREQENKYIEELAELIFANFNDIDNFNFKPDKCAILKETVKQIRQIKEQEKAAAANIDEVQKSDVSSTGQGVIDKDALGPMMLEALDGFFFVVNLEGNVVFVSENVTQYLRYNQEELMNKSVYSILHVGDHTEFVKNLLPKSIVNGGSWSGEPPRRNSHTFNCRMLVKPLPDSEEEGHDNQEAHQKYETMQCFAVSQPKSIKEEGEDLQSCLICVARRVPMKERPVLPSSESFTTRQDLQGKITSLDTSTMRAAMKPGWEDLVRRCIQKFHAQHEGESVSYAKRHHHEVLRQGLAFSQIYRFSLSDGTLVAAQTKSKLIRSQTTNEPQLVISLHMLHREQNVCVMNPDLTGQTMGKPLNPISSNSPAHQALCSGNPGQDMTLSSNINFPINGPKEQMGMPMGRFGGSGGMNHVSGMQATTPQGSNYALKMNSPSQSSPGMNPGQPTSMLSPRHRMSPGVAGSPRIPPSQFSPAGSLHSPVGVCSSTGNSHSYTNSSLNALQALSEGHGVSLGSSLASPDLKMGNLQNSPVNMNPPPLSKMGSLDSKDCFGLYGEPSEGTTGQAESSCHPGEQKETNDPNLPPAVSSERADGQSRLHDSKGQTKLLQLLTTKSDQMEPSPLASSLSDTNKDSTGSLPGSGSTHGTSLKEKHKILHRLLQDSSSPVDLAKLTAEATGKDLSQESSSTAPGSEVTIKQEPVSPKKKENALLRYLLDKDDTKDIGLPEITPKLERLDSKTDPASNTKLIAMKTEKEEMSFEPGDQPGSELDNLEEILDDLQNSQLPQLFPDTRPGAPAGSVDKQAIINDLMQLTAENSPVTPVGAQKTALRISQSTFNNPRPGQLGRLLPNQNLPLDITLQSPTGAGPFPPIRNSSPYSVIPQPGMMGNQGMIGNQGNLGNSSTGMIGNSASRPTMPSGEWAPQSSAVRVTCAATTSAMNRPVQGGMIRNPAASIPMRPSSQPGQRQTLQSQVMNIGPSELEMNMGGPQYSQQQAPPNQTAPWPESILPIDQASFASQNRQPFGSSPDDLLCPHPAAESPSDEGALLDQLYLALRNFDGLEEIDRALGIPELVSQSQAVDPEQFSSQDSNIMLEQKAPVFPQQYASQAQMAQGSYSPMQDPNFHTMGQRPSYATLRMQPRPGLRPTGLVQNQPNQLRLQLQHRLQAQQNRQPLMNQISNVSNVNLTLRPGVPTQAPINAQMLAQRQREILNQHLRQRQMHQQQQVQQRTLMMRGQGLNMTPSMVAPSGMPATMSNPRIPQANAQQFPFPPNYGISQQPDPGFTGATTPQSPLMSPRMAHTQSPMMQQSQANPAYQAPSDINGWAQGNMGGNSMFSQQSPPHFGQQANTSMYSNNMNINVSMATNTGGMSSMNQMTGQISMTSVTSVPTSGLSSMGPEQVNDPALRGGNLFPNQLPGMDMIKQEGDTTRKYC
* marks the source's active call; other numbers are inactive results.

SMILES	COUP-TFII inh	SRC2 inh
COc1ccc(S[C@]2(C(=O)N3CCOCC3)CC(=O)N(c3ccc(OC)cc3)[C@@H]2c2ccc(OC)cc2)cc1	4	-42
Cc1ccccc1CN1CCCCC(NC(=O)c2cccc(C#N)c2)C1=O (centres undefined)	-3	-18
CCC1CCCCN1C(=S)NN=C(C)c1ccccn1 (centres undefined)	3	-12
N#Cc1ccc(/C=C2\CC3(OC(=O)c4ccc(Cl)cc4)CCCN2C3)cc1 (centres undefined)	20	-19
COc1cc(NC(=O)NC2CCCCN(Cc3ccc(Cl)cc3)C2=O)cc(OC)c1 (centres undefined)	-2	11
C[C@@H]1COc2cc(N3CCOCC3)ccc2S(=O)(=O)N1	-14	4
O=C(Nc1ccc(F)cc1)OCc1cn(Cc2c(F)cccc2F)nn1	-1	-18
C=CCN(C)CC#CCCCCl	-10	0
CCOc1ccc(-c2cc(C(=O)OC)c3n(c2=O)CCC3)cc1	-5	-15
Cc1sc2nc(CSc3nc4ccccc4s3)[nH]c(=O)c2c1C	-2	-6
O=C(CSc1nc2sc3c(c2c(=O)n1-c1ccc(Cl)cc1)CCC3)Nc1ccc(C(=O)O)cc1	24	-16
COc1ccc2nc3sc(C(=O)NCc4cccs4)c(N)c3cc2c1	-44	-78
CN(Cc1ccccc1)S(=O)(=O)c1cccc(C(=O)OCc2ccc(Oc3ccccc3)cc2)c1	4	-10
COc1cc(C2CC(=O)N3CN(c4ccccc4C)CSC3=C2C#N)cc(OC)c1OC (centres undefined)	-5	2
Cn1c(=O)c2c(ncn2Cc2ccc(O)c([N+](=O)[O-])c2)n(C)c1=O	-3	1
Cn1ccc2ccc(-c3ccc4c(c3)[C@]3(CCC[C@@H](OCc5ccccc5)[C@@H]3NC(=O)CCc3ccccc3)C(=O)N4Cc3ccccc3)cc21	-10	-14
COc1ccc(N2CCN(C(=O)CSc3nnc(-c4ccco4)n3C)CC2)cc1	9	8
Nc1[nH]c(C(=O)c2ccc(Br)cc2)c(-c2ccc(Br)cc2)c1C(=O)NCc1ccc(-c2ccccc2)cc1	2	17
Cc1cccc(NC(=O)C2CC(=O)NC(Nc3nc4ccccc4s3)=N2)c1 (centres undefined)	4	-10
CCOC(=O)N1CCN(C(=O)CSc2ccc(-c3cccnc3)nn2)CC1	1	-9
Cc1noc(C)c1NC(=O)Nc1ccc2c(c1)C(=O)N(C)[C@H]1CC[C@H](CC(=O)NCc3ccc(Cl)cc3)O[C@@H]1CO2	-14	-1
O=C(NC1CCc2ccccc21)c1cc(-c2ccc(Cl)cc2)nc2ccccc12 (centres undefined)	-17	-16
CCC(NC(=O)CCCN1C(=O)COc2ccc(C)cc21)c1ccccc1 (centres undefined)	5	1
O=C(N[C@@H](Cc1cccnc1)C(=O)N1CCC[C@H]1C(=O)NCCc1ccccc1Cl)c1ccccc1	8	-29
Cc1cc(N2CCN(C(=O)OC(C)(C)C)C[C@H]2C)ccc1N1C[C@@H](C)O[C@@H](C)C1	12	29
CN[C@H]1C[C@H]2c3cc(-c4ccccc4C)ccc3CCN2C[C@H]1[C@H](C)O	-8	22
COC(=O)[C@H](C(C)C)N1Cc2nnn(Cc3ccccc3)c2-c2cc(F)ccc2S1(=O)=O	2	10
CC(C)(C)OC(=O)NCCCC[C@H](NC(=O)c1[nH]cnc1C(=O)Nc1ccc(CNC(=O)OC(C)(C)C)cc1)C(=O)OC(C)(C)C	-2	-9
O=C(C1CCCN1S(=O)(=O)c1ccccc1)N1CCc2ccccc2C1 (centres undefined)	7	-22
COc1cc2sc3ccc(-c4ccc(N(C)C)nc4)cc3c(=O)c2cc1OC	-65	-77
O=C(NCc1c(F)cccc1F)C1CCCN(c2ncccn2)C1 (centres undefined)	0	18
CC(C)C(=O)N1CCC(Oc2cccnc2)CC1	17	-16
CCN1Cc2nnn(Cc3ccc(C)cc3)c2-c2ccccc2S1(=O)=O	11	-1
O=C(CN(CCc1ccccc1)S(=O)(=O)c1cccs1)N1CCOCC1	0	17
COc1cc(CCN=Cc2cccc(OC)c2O)c([N+](=O)[O-])cc1OC	-1	-14
CC1=C2NC(N)=[N+](Cc3ccc4c(c3)OCO4)CC2n2c(=O)n(-c3ccccc3)c(=O)n2C1 (centres undefined)	-26	6
C[C@H](CO)N1C[C@H](C)[C@@H](CN(C)C(=O)Nc2ccc(N3CCN(C)CC3)cc2)OCc2cn(nn2)CCCC1=O	4	5
Nc1nc2c(ncn2[C@@H]2O[C@H](C(=O)N[C@H](Cc3ccccc3)C(=O)NCCCc3ccccc3)[C@@H](O)[C@H]2O)c(=O)[nH]1	-7	-13
CC(C)[C@H](NC(=O)c1ccc(Cl)c(Cl)c1)C(=O)N1CCC[C@H]1C(=O)NCc1ccccc1	10	12
CCCCCCCCN1C(=O)[C@@H](CC(=O)N2CCN(C(=O)OCC)CC2)C[C@@]2(C(=O)OC)C1=C[C@H](C(C)C)O[C@@H]2C1CC1	27	9

Three compounds picked at random from the list so far:
SMILES	COUP-TFII inh	SRC2 inh
CCCCCCCCN1C(=O)[C@@H](CC(=O)N2CCN(C(=O)OCC)CC2)C[C@@]2(C(=O)OC)C1=C[C@H](C(C)C)O[C@@H]2C1CC1	27	9
COc1cc(CCN=Cc2cccc(OC)c2O)c([N+](=O)[O-])cc1OC	-1	-14
O=C(NCc1c(F)cccc1F)C1CCCN(c2ncccn2)C1 (centres undefined)	0	18

Next structures
SMILES	COUP-TFII inh	SRC2 inh
Nn1c(SCC(=O)Nc2ccccc2-c2ccccc2)nnc1-c1cc(-c2ccc(F)cc2)n[nH]1	-9	-3
O=C(OC12CCCN(C1)/C(=C/c1cccnc1)C2)c1ccccc1 (centres undefined)	19	25
CCCCCN1CCCCC(NC(=O)CSc2ccccc2)C1=O (centres undefined)	-10	-16
O=[N+]([O-])c1c(Cl)cc(Cl)cc1Cl	2	6
C=CCN(C(=O)[C@@H](C1CC1)[C@@H](O)c1ccc2ccccc2c1)c1ccccc1	0	4
O=C1NC(c2cccc(C(F)(F)F)c2)c2c(-c3ccccc3)n[nH]c21 (centres undefined)	10	-22
C[C@H]1CCCCO[C@@H](CN(C)CC2CC2)[C@@H](C)CN([C@@H](C)CO)C(=O)c2cc(NS(=O)(=O)c3ccccc3)ccc2O1	-6	16
COC(=O)N1C[C@@H]2Oc3nccnc3O[C@@H]2C[C@@H]1c1ccccc1Br	-7	9
Cc1ccccc1CN1CCCCC(NC(=O)c2ccc(F)cc2)C1=O (centres undefined)	13	0
COC(=O)[C@H]1C[C@@]2(C)c3ccccc3N(S(=O)(=O)c3ccccc3)[C@H]2N1	-7	23
CN1C(=O)c2cc(NC(=O)Nc3ccc(F)c(F)c3)ccc2OC[C@H]2O[C@@H](CC(=O)O)CC[C@H]21	0	-24
Cn1c(=O)c(=O)n(C)c2cc(S(=O)(=O)N3CCN(Cc4ccc5c(c4)OCO5)CC3)ccc21	-9	-7
CC1CC1C(=O)N1CCC(Oc2cccnc2)CC1 (centres undefined)	3	2
O=C(C(=O)N1CCN(C(=O)C2CCCC2)CC1)c1cccc(C(F)(F)F)c1	-7	11
CCCCN1C(=O)N2Cc3cc(OC)ccc3C2CS1(=O)=O (centres undefined)	-44	-53
Cc1nn(C)cc1NC(=O)C[C@H]1CC[C@H]2[C@@H](COc3ccc(NC(=O)Nc4ccccc4)cc3C(=O)N2C)O1	-3	-17
c1ccc(-c2ccccc2C2Cc3nnccc3CN2)cc1 (centres undefined)	6	-13
COc1ccc(CN2CN3CCc4ccccc4C3CS2(=O)=O)cc1 (centres undefined)	9	15
CC1=C(C(=O)Nc2ccc(Cl)cc2)C2(CCCCC2)C(C(N)=O)C(=S)N1 (centres undefined)	24	-35
O=C(CSc1nc2ccc(Nc3nc(N4CCOCC4)nc(N4CCOCC4)n3)cc2s1)Nc1ccccc1	-21	1
Cc1n[nH]c(C)c1S(=O)(=O)NCCc1c[nH]c2ccccc12	5	1
COC(=O)[C@]1(C#N)CC(=O)N(c2ccccc2)[C@@H]1c1ccccc1	6	-3
CCCC[C@H](C(=O)N(C)c1cccc(OC)c1)[C@@H](O)c1ccc(Cl)cc1	17	22
CN(Cc1ccc(F)cc1)C(=O)c1cccc2c1C(=O)N(Cc1cccnc1)C2	3	-4
COc1ccc(NC(=O)N(C)C[C@@H]2OCCCC[C@@H](C)Oc3ccc(NS(C)(=O)=O)cc3C(=O)N([C@H](C)CO)C[C@@H]2C)cc1	-2	-24
O=C(Cc1c[nH]c2ccccc12)Nc1ccc(Nc2cccnc2)c(-c2ccc(Oc3ccccc3)cc2)c1	8	11
Cn1cccc1C=NNC(=O)c1cc(-c2ccc(Cl)cc2)n[nH]1	-16	7
C=CCN1C(=O)[C@@H](CC(=O)NCCC(C)C)[C@]2(C(=O)OC)CCCCC=C12	-13	-6
CCCN(C(=O)c1cn(CCC)c2ccccc12)c1ccc(Oc2cccnc2)cc1	29	9
CCCCNS(=O)(=O)/C=C/c1cc(C)ccc1CNC(=O)OC(C)(C)C	0	19
CCCCN(C)S(=O)(=O)c1ccc2[nH]c(=O)oc2c1	9	-25
C[C@H]1CN([C@@H](C)CO)C(=O)CCCn2nncc2CO[C@@H]1CN(C)C(=O)Nc1ccccc1F	0	7
COc1ccc(/C=C2/SC(=O)N(CCC(=O)Nc3ccc(C)cc3)C2=O)cc1OC	-1	-8
CN(C(=O)[C@@H](C1CC1)[C@@H](O)c1ccc(Cl)cc1)c1ccccc1	-10	3
CC(=O)C1=C(O)C(=O)N(Cc2cccnc2)C1c1ccc(C)cc1 (centres undefined)	-5	-26
C[C@H]1CCC/C=C/C(=O)c2c(O)cc(O)cc2CC(=O)O1	38*	65*
O=C(Cn1nnc(-c2ccccc2F)n1)Nc1ccc(Cl)c(Cl)c1	21	13
CC(C)C[C@@H]1COc2cccc(N3CCCCC3)c2S(=O)(=O)N1	9	0
c1cnc(SCC2CCCCC2)c(-c2nc3ccccc3[nH]2)c1	5	-14
C#CCNC(=O)C[C@H]1C(=O)N(Cc2ccc(OC)cc2)C2=CCCCC[C@@]21C(=O)OC	-9	-3
O=C(OC12CCCN(C1)/C(=C/c1ccc(Cl)cc1)C2)C1CCCCC1 (centres undefined)	1	2
COc1ccc(OC)c(CN2C(=O)CCCC2(C)c2nnnn2C2CCCC2)c1 (centres undefined)	-6	-1
CCCc1cc2c(O)ccc(O)c2c(=O)o1	2	2
Cc1ccc(S(=O)(=O)N2CCCc3nc(-c4ccc(Br)cc4)ccc32)cc1	-9	3
CC1CCN(C2=NC(=O)N(c3ccc(Br)cc3)C(=O)C2)CC1	-28	0
Cc1ccc(C(=O)NC2CCCCN(C)C2=O)c(C)c1 (centres undefined)	-5	12
C=CCN1C(=O)[C@H](CC(=O)NCCCOCCCC)[C@@]2(C(=O)OCC)CCCC=C12	3	-8
O=[N+]([O-])c1cccc(NCCCN2CCC(C(O)(c3ccccc3)c3ccccc3)CC2)c1	-12	-9
C=CCSc1nnc(NC(=O)CSc2ccccn2)s1	12	-14
Cc1cc(-c2ccccc2)c2c(n1)sc1c(O)cc(=O)[nH]c12	-2	1
Further records follow.
SMILES	COUP-TFII inh	SRC2 inh
O=C(c1cccnc1)N1CCC(c2nc3ccccc3[nH]2)CC1	-3	-34
N#CCC[C@H]1CC[C@]2(CCCN(Cc3ccc(Br)cc3)C2)O1	-4	-4
COC(=O)C[C@@H]1CC[C@H]2[C@H](COc3ccc(NC(=O)c4ccc(OC)cc4)cc3C(=O)N2C)O1	-4	2
COc1ccc(C(=O)C2(C(=O)NC3CCCC3)CC(c3ccccc3C(F)(F)F)=NO2)cc1 (centres undefined)	3	-32
O=C(OC12CCCN(C1)/C(=C/c1ccc(Cl)cc1)C2)c1ccco1 (centres undefined)	-17	2
O=C(Nc1c(-c2ccc(F)c(F)c2)nc2ncccn12)C1CC1	11	2
O=C(CSC1=NC(=O)C(Cc2ccccc2)C(=O)N1)Nc1ncccn1 (centres undefined)	-4	19
C[C@@H]1CCN(C2CC2)S(=O)(=O)c2ccc(N3CCC[C@H]3CO)cc2O1	-14	3
CC(=O)Nc1ccc(NC(=O)Cn2cc3c(n2)CCC(C)C3)cc1 (centres undefined)	22	1

Compounds listed so far that contain fluorine, in the order listed:
SMILES	COUP-TFII inh	SRC2 inh
O=C(Nc1ccc(F)cc1)OCc1cn(Cc2c(F)cccc2F)nn1	-1	-18
COC(=O)[C@H](C(C)C)N1Cc2nnn(Cc3ccccc3)c2-c2cc(F)ccc2S1(=O)=O	2	10
O=C(NCc1c(F)cccc1F)C1CCCN(c2ncccn2)C1 (centres undefined)	0	18
Nn1c(SCC(=O)Nc2ccccc2-c2ccccc2)nnc1-c1cc(-c2ccc(F)cc2)n[nH]1	-9	-3
O=C1NC(c2cccc(C(F)(F)F)c2)c2c(-c3ccccc3)n[nH]c21 (centres undefined)	10	-22
Cc1ccccc1CN1CCCCC(NC(=O)c2ccc(F)cc2)C1=O (centres undefined)	13	0
CN1C(=O)c2cc(NC(=O)Nc3ccc(F)c(F)c3)ccc2OC[C@H]2O[C@@H](CC(=O)O)CC[C@H]21	0	-24
O=C(C(=O)N1CCN(C(=O)C2CCCC2)CC1)c1cccc(C(F)(F)F)c1	-7	11
CN(Cc1ccc(F)cc1)C(=O)c1cccc2c1C(=O)N(Cc1cccnc1)C2	3	-4
C[C@H]1CN([C@@H](C)CO)C(=O)CCCn2nncc2CO[C@@H]1CN(C)C(=O)Nc1ccccc1F	0	7
O=C(Cn1nnc(-c2ccccc2F)n1)Nc1ccc(Cl)c(Cl)c1	21	13
COc1ccc(C(=O)C2(C(=O)NC3CCCC3)CC(c3ccccc3C(F)(F)F)=NO2)cc1 (centres undefined)	3	-32
O=C(Nc1c(-c2ccc(F)c(F)c2)nc2ncccn12)C1CC1	11	2

Only part of the results is shown (hit frequency here may not be typical).
